# Compound activity (PubChem)
# CIT2-GFP yeast = modulators of TOR pathway CIT2-GFP in S. cerevisiae; AID 2029; GFP response vs DMSO, % at 10 µM; S. cerevisiae CIT2-GFP strain, flow cytometry, 3 h; 100 means same as DMSO wells; 0.065% of 320,000 active;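 active = GFP response relative to DMSO above a set limit, near the screen mean plus 3 SD, cut at about 150% in these data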;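 also: ratio of well median GFP fluorescence to mean of DMSO wells on the plate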
# BCLXL inh = blocks human Bcl-xL binding to Bim BH3 peptide | Q07817 | GST-Bcl-xL / FITC-Bim BH3 peptide fluorescence polarization | inhibition, % at 10.9 µM | 0.7% of 320,000 active | AID 2129;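 active = inhibition above the mean of all tested compounds plus 3 SD, cutoff set per campaign, cut at about 30% in these data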;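 also: 0% = DMSO wells and 100% = unlabeled Bim-BH3 peptide competitor; inhibitors lower millipolarization by displacing the labeled peptide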
# Target sequence (Q07817 whole entry, looked up): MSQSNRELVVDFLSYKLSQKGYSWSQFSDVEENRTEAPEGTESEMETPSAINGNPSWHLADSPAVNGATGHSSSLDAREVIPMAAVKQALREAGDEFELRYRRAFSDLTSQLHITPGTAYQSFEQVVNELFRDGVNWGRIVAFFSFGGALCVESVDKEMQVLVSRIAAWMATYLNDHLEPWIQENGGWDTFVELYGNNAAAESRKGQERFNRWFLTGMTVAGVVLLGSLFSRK
# GLD-1 RNA inh = GLD-1-TGE RNA interaction inhibition (C. elegans); Q17339; purified GLD-1 + fluorescein TGE RNA, fluorescence polarization; inhibition, % at 5.96 µM; 0.44% of 320,000 active; AID 2280;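 active = percent inhibition above a per-plate cutoff, the plate mean of test compounds plus 3 SD, cut at about 30% in these data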;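 also: 0% = DMSO wells with GLD-1 and probe and 100% = wells lacking GLD-1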
# VLA-4 inh = inhibition in a human VLA-4 binding assay; inhibition, % (about 7 µM as worked out from the volumes in the protocol); VLA-4 expressing cells, ligand binding flow cytometry; 0.2% of 330,000 active; in the data active = inhibition above about 50%
# MCL1-BIM inh = disrupts human MCL1 binding to BIM-BH3 peptide; GST-MCL1 / FITC-Bim-BH3 fluorescence polarization; AID 2057; 0.68% of 320,000 active; Q07820; inhibition, % at 10.9 µM;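 active = inhibition above the mean inhibition of all tested compounds plus 3 SD, set per campaign, cut at about 40% in these data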;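 also: 0% = DMSO wells and 100% = unlabeled Bim-BH3 peptide control; higher means more loss of mP so more displacement of Bim peptide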
# AGP1-GFP MLPCN = modulators of TOR pathway AGP1-GFP in S. cerevisiae | S. cerevisiae AGP1-GFP multiplex flow cytometry, 3 h; GFP as percent of DMSO wells | AID 2066 | 0.02% of 320,000 active | GFP response vs DMSO, % at 10 µM;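 active = GFP response relative to DMSO above a set limit, near screen average plus 3 SD, cut at about 150% in these data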;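 also: median GFP channel fluorescence of the gated AGP1 strain per well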
# GRK2 inh = blocks RNA aptamer binding to human GRK2; bead flow cytometry, FAM-aptamer displacement from GRK2; inhibition of aptamer binding, % at 10 µM; 0.59% of 330,000 active; AID 488847;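 active = inhibition of aptamer binding above 40%, roughly 3 SD of noise, on plates passing a quality check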;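 also: median bead fluorescence of bound FAM aptamer so fluorescent compounds give negative values; no value below 0 was filed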
# Target sequence (P25098 whole entry, looked up): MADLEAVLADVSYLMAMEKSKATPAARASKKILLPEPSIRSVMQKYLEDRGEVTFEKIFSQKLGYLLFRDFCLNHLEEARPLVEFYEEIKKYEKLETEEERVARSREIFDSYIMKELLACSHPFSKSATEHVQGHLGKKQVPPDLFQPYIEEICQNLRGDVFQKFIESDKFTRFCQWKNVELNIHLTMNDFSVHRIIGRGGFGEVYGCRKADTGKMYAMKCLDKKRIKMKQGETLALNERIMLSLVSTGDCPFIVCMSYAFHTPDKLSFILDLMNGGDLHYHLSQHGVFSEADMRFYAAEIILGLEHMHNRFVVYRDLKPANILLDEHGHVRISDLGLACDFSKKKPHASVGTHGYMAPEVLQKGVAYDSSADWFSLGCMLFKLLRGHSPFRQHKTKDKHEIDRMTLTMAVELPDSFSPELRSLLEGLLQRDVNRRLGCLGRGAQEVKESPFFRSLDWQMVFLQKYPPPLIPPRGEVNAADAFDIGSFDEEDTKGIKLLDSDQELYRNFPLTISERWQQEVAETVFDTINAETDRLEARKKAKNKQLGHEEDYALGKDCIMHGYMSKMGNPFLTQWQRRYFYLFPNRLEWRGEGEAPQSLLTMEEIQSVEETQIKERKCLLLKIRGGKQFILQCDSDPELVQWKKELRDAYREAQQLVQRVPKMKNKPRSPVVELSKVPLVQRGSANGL
# MEX-5 binding = C. elegans MEX-5 TCR-2 RNA binding activity | Q9XUB2 | MEX-5/FITC-TCR2 RNA binding, fluorescence polarization; active compounds read low | activity score (negative = inhibition of binding), % at 10 µM | 0.38% of 300,000 active;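 active = inhibition past about -25% in most replicates, and total fluorescence under double the plate's negative control median, limit read from the data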;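 also: 0% = DMSO and -100% = 5 µM competing unlabeled TCR2 RNA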
# Fam108B counter = Fam108B inhibition, counter-screen for RBBP9 inhibitors. AID 1947. recombinant Fam108B, FP-Rh probe fluorescence polarization. inhibition, % at 9.51 µM. 0.33% of 300,000 active;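 active = inhibition above the screen mean inhibition plus 3 SD, computed separately per campaign, cut at about 18% in these data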;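 also: inhibitors lower polarization as less probe binds the enzyme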
# * hit, by the source's call; x = no result given.
SMILES,CIT2-GFP yeast,BCLXL inh,GLD-1 RNA inh,VLA-4 inh,MCL1-BIM inh,AGP1-GFP MLPCN,GRK2 inh,MEX-5 binding,Fam108B counter
Cc1cccc(N(C)c2ncnc3onc(-c4ccc(F)cc4)c23)c1C,76,5,3,-3,6,88,1,-2.4,-4
CCOc1ccc(OCC)c(NC(=O)C2CCCN(C(=O)c3ccc(Cl)cc3)C2)c1 (centres undefined),97,0,-1,0,-3,101,0,x,x
Cc1ccc(NC(=O)CCc2nnc3ccc(N4CCOCC4)nn23)cc1C,104,4,-2,-22,10,113,1,-0.2,0
CCc1[nH]nc2c1C1(CCOC1C)C(C#N)=C(N)O2 (centres undefined),88,5,2,-1,1,95,0,-2.5,2
CCc1c(C)nc(SCC(=O)N2CCCCC2CC)[nH]c1=O (centres undefined),98,4,1,9,3,106,0,1.5,-4
COc1ccc(CNC(=O)c2ccc(CS(=O)(=O)c3ccc(Br)cc3)o2)cc1,108,-3,2,13,-4,113,0,1.1,5
O=C(/C=C/c1cccc([N+](=O)[O-])c1)NCCN1C(=O)S/C(=C\c2cccnc2)C1=O,101,-2,3,-10,5,105,0,-0.1,2
c1ccc2c(c1)CCN(c1nc(CN3CCOCC3)nc3sc4c(c13)CCCC4)C2,92,6,6,5,7,84,0,4.9,-1
Cc1ccc(C(=O)C(OC(=O)c2c(C)cc(=O)oc2C)c2ccccc2)cc1 (centres undefined),109,2,-1,-10,9,106,0,0.2,-1
CC(C)CCN1C(=O)CC(NNC(=O)c2ccc(S(=O)(=O)N3CCCC3)cc2)C1=O (centres undefined),98,2,8,7,0,99,3,0.8,-3
O=C(CCN1CCc2ccccc2C(c2ccccc2)C1)c1ccc2c(c1)OCCO2 (centres undefined),105,2,3,10,13,105,1,1.8,-6
CC(C)OC(=O)c1cc(-c2ccc(C=O)o2)ccc1Cl,93,6,-4,-27,8,89,3,-0.3,-1
C/C(=C\c1ccccc1)C(=O)Nc1ccc(S(=O)(=O)Nc2ncccn2)cc1,111,3,3,-2,4,105,0,-0.2,-2
COc1ccccc1CNC(=O)COC(=O)Cc1ccc(Br)cc1,111,x,-4,9,x,99,2,x,x
O=C(CN1C(=O)NC2(CCc3ccccc32)C1=O)NCc1ccc(Cl)cc1 (centres undefined),82,x,7,-7,x,91,1,x,x
C/C(=C1\SC(N2CCOCC2)=NC1=O)c1ccc(C)cc1,102,4,-1,2,3,102,0,-0.1,-1
CCS(=O)(=O)NC(C)C(c1cccs1)N1CCN(c2ccc(F)cc2)CC1 (centres undefined),98,2,-1,8,8,97,1,-2.4,-4
COC(=O)CCn1nc(-c2ccc(C)cc2)c2ccccc2c1=O,104,5,7,1,3,95,1,1.3,-6
Nc1ccn([C@H]2CC[C@@H](CO)O2)c(=O)n1,95,12,-3,16,0,103,2,0.9,-3
COC(=O)c1sc2nc3c(c(-c4cccs4)c2c1N)CCCC3,98,3,6,7,4,95,0,-4.9,4
Cc1ccc(-c2nc3ncccc3o2)cc1NC(=O)c1ccc([N+](=O)[O-])o1,110,2,-8,3,-4,98,4,-0.9,0
O=c1c2ccsc2ncn1Cc1cccc(C(F)(F)F)c1,109,5,3,-5,0,104,0,0.3,1
COc1ccc(-c2csc(/C(C#N)=C/Nc3cc4oc5ccccc5c4cc3OC)n2)cc1,96,0,7,1,-6,85,0,1.6,0
O=C(COC(=O)CSc1ccc([N+](=O)[O-])cc1)NCc1ccco1,101,3,8,9,5,106,0,1.4,-1
COc1ccc(C(=O)O)cc1S(=O)(=O)Nc1cccc(C(F)(F)F)c1,104,4,2,26,7,102,0,-0.4,-2
C#CCOCCOCCOCCNc1nc(N2CCN(C(=O)CCCCCCCCCCNC(=O)[C@H](CCCCN)n3cc(C)nn3)CC2)nc(N2CCN(C(=O)CCCCCCCCCCNC(=O)[C@H](CCCN=C(N)N)n3cc(C[C@@H](C)CC)nn3)CC2)n1,76,-6,1,-16,6,90,0,x,-4
O=C(NC1CCCC1)c1ccc(CNc2c(N3CCOCC3)c(=O)c2=O)cc1,104,1,-1,-23,3,103,0,2.2,1
CCC(CC)NC(=O)Cn1c(C(C)NC(C)=O)nc2ccccc21 (centres undefined),105,1,9,9,-3,96,1,1.4,-3
CCOC(=O)C1(CCOc2ccccc2)CCN(Cc2ccc(OCCO)cc2)CC1,97,-3,8,-2,-3,97,x,0.3,4
O=S(=O)(c1ccc(Br)cc1Cl)N1CCN(CCO)CC1,102,6,-4,12,-5,106,1,-0.7,1
Cc1cc(C)n(CC(=O)N/N=C/c2cccs2)n1,112,5,4,-5,-5,107,0,2.6,-4
Cc1ccn(CCC(=O)N2CCc3ccccc32)n1,91,7,5,-19,0,88,2,0.2,0
COc1cccc(CNC(=O)CCC2CCCN(C(=O)c3ccoc3)C2)c1 (centres undefined),110,5,10,3,1,106,1,-1.5,1
O=C(NC1CCCC1)c1cc(-c2ccccc2Cl)on1,97,2,10,5,1,98,1,-0.9,4
Cc1ccc(C(=O)NNC(=O)c2ccccc2O)cc1S(=O)(=O)N1CCCCC1,100,2,1,-2,8,104,0,-3.7,1
Cc1cc(-c2ccco2)c(C#N)c2nc3ccccc3n12,51,85*,-14,6,128*,56,1,-20,-1
O=C(CSc1nc2[nH]ncc2c(=O)n1-c1ccccc1)NCCc1ccccc1,89,1,1,-15,4,100,0,-2.8,3
Cc1ccc(C)c(NC(=O)C(CC(=O)O)Cc2ccccc2)c1 (centres undefined),105,10,8,4,4,101,2,-7.1,6
COC(=O)c1cc2sc(Cl)cc2n1CC(=O)NCCC(C)C,101,6,-5,4,4,102,1,-0.2,-2
O=C(O)c1cc(CN2CCOCC2)oc1-c1ccccc1,101,5,6,10,4,102,5,-0.2,4
Cc1ccc(C)c(-c2cc(C(=O)N/N=C/c3cccnc3)c3ccccc3n2)c1,100,-1,-1,-1,2,108,0,1.0,1
COc1ccc(-n2c(SCC(=O)Nc3ccccc3)nnc2-c2ccc(NS(=O)(=O)c3ccc(C)cc3)cc2)cc1,88,6,2,15,6,100,0,-0.3,-55
COCCN(CCOC)Cc1c(C)[nH]c2c(C)c(C)ccc2c1=O,102,2,10,3,5,99,2,0.4,-1
CCN(CC)S(=O)(=O)c1ccc2[nH]cc(C(=O)NC3CC3)c(=O)c2c1,102,4,3,28,3,108,2,-2.2,0
c1ccc(NC2=NCCN2CC2CCCC2)cc1,95,-1,-11,-2,-4,87,6,0.4,-1
CN(C)c1ccc(CNC(=O)CCS(=O)(=O)c2ccc3c(c2)n(C)c(=O)c(=O)n3C)cc1,110,3,6,9,8,102,60*,-3.4,-1
CCN(CC)S(=O)(=O)c1cccc(-c2nnc(SCCCC(=O)c3ccc(F)cc3)o2)c1,91,6,8,4,5,102,5,0.7,-3
Cc1ccc(-n2c(COc3cccc(C)c3)n[nH]c2=S)cc1,101,-18,5,9,-21,105,0,-0.8,-2
CCOC(=O)c1c[nH]c2ccc3ccccc3c2c1=O,100,3,4,2,-3,89,0,2.8,4
CCn1c(=O)cc(SCC(=O)Nc2ccc(OC)c(OC)c2)c2ccccc21,98,4,5,-5,-6,101,0,2.2,-2
Cc1ccc(/C=N/NC(=O)c2ccccc2OCc2cccc(Br)c2)o1,87,2,2,4,2,95,0,0.3,-1
N#Cc1ccc(NC(=O)CSc2cn[nH]n2)cc1,99,3,-1,1,0,96,0,5.7,1
CCn1c(NCc2ccc(OC)cc2)nc2ccccc21,101,3,-2,8,6,106,3,-1.6,-2
O=C(Nc1nc2nc(-c3ccccc3)cc(-c3ccccc3)n2n1)c1ccco1,98,7,-3,-11,10,92,0,2.1,-7
O=C(CCC(=O)N/N=C/c1c[nH]c2ccccc12)NCc1ccccc1,101,3,0,13,3,95,2,2.6,9
CC(=O)N1CCC2(CC1)CC(=O)c1cc(OCC(=O)N3CCCC3)ccc1O2,97,-4,5,17,-7,101,0,0.8,0
O=C(NN1C(=O)c2ccccc2C1=O)c1ccncc1,91,-3,-5,-10,3,91,2,0.8,-5
C/C=C/COc1nc2c(c(=O)n(C)c(=O)n2C)n1C,97,10,1,8,8,100,5,-0.9,0
CC(=O)OC(C(=O)NC1CCCCC1)c1ccc(Cl)c(Cl)c1 (centres undefined),95,3,-5,3,-4,97,4,-0.1,-2
CCC(CO)n1c(SCc2cc(=O)oc3cc(C)ccc23)nc2ccccc2c1=O (centres undefined),105,5,-7,-9,9,96,0,-1.9,1

# New compounds follow:
SMILES,CIT2-GFP yeast,BCLXL inh,GLD-1 RNA inh,VLA-4 inh,MCL1-BIM inh,AGP1-GFP MLPCN,GRK2 inh,MEX-5 binding,Fam108B counter
O=C(NC1=NCCS1)c1cccc(NC(=O)c2ccco2)c1,94,0,-4,-4,3,94,0,-1.4,-4
Cc1ccc(CNC(=O)CCn2ccc3cc(S(=O)(=O)N4CCCC4)ccc32)cc1,101,4,-4,9,-3,102,0,-2.6,0
CCC(NC(=O)c1cccc(Cn2cc([N+](=O)[O-])cn2)c1)c1ccc(C(C)C)cc1 (centres undefined),112,-3,3,0,-2,113,1,0.7,-4
O=C(CNS(=O)(=O)c1ccccc1)N1CCCC1,104,-3,2,10,-5,106,0,-0.7,4
COc1ccc(OC)c(S(=O)(=O)Nc2c(F)cccc2F)c1,92,-1,2,20,4,97,0,1.1,-3
CCSc1nnc(-c2ccc(S(=O)(=O)NCc3cccs3)cc2)o1,94,-1,-7,7,0,93,2,x,4
O=C(Nc1ccc(Cl)c(S(=O)(=O)N2CCOCC2)c1)c1ccc2c(c1)OCCO2,101,7,6,-6,0,105,5,1.4,-1
CCOc1cc(C=O)cc(N=Nc2cccc([N+](=O)[O-])c2)c1O,127,6,2,5,-2,114,0,0.5,3
CCCC(=O)Nc1ccc2nc(SCC(=O)Nc3ccc(N4CCOCC4)c(Cl)c3)sc2c1,97,-17,6,15,-24,99,3,-0.9,10
CCCn1c(CCC(=O)Nc2ccccc2Cc2ccccc2)nc2cc(S(=O)(=O)N3CCOCC3)ccc21,90,1,-8,-26,4,90,0,-1.8,-14
CCC(C)(C)n1nnnc1C(c1ccc(OC)c(OC)c1)N1CCN(c2ccc(OC)cc2)CC1 (centres undefined),100,5,-1,3,7,116,1,1.2,-6
CCCCc1cc(C(=O)Cc2ccccn2)c(O)cc1O,102,-2,3,-2,0,103,2,-13,4
CC(C)OC(=O)CC12CN3CC(CC(=O)OC(C)C)(CN(C1)C(=O)c1ccccc1C3=O)C2=O,104,-2,6,5,-11,103,0,-1.1,4
CS(=O)(=O)Cc1ccc(C(=O)NC(c2ccccc2)c2ccccc2)cc1,105,-2,5,0,-6,108,0,4.8,0
CN1C(=O)c2ccc(Oc3ccccc3)cc2C1=O,108,2,3,-22,-6,94,0,-0.2,-2
CCOC(=O)c1c(S(=O)(=O)NCCc2ccc(OC)c(OC)c2)c(C)n(C)c1C,94,9,3,6,11,95,0,0.6,-2

# Reformatted as labelled records: part of the list above.
O=S(=O)(c1ccc(Br)cc1Cl)N1CCN(CCO)CC1
  CIT2-GFP yeast: 102; BCLXL inh: 6; GLD-1 RNA inh: -4; VLA-4 inh: 12; MCL1-BIM inh: -5; AGP1-GFP MLPCN: 106; GRK2 inh: 1; MEX-5 binding: -0.7; Fam108B counter: 1

Cc1cc(C)n(CC(=O)N/N=C/c2cccs2)n1
  CIT2-GFP yeast: 112; BCLXL inh: 5; GLD-1 RNA inh: 4; VLA-4 inh: -5; MCL1-BIM inh: -5; AGP1-GFP MLPCN: 107; GRK2 inh: 0; MEX-5 binding: 2.6; Fam108B counter: -4

Cc1ccn(CCC(=O)N2CCc3ccccc32)n1
  CIT2-GFP yeast: 91; BCLXL inh: 7; GLD-1 RNA inh: 5; VLA-4 inh: -19; MCL1-BIM inh: 0; AGP1-GFP MLPCN: 88; GRK2 inh: 2; MEX-5 binding: 0.2; Fam108B counter: 0
